# High-throughput results deposited in PubChem by several laboratories.
# MT stabilizer – microtubule stabilizers in HeLa cells; HeLa tubulin immunostaining HCS, 24 h; share of cells brighter than vehicle mean+2SD; % tubulin-high responders, % at 10 µM; 200,000 compounds, 0.83% hits;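 active = plate Z-score above 3 for both tubulin-high and condensed-nucleus cell shares, with cell loss under 80%, at 10 µM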;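 note: anti alpha tubulin signal scored within the nucleus-defined area of each cell; some results filed as inactive read as strong as hits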
# Hep lipid drop – hepatic lipid droplet formation modulation; AML12 mouse hepatocytes, oleate lipid droplets, BODIPY imaging; inhibition, % at 6.5 µM; 240,000 compounds, 0.4% hits;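 active = lipid droplet intensity inhibited by at least 50%, with more than 500 cells counted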
#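 Material: mouse AML12 hepatocyte cell line, fixed after treatment; Timing: compound with oleate, overnight; Technique: high-content imaging of BODIPY-stained droplets and DAPI nuclei; Probe or stimulus: oleate, 100 µM final; Dosing: compound at 6.5 µM only.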
# CSM14.1 death rescue – protection against thapsigargin-triggered cell killing – 384-well, CSM14.1, ATP luminescence, primary screen (AID 1222); CSM14.1 thapsigargin-induced death rescue, ATP luminescence; higher % means a stronger effect; one-dose cellular ATP content (survival), % at 20 µM; EC50 in µM for titrated hits; 190,000 tested, under 10 active;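 active = EC50 below 50 µM in the dose-response confirmation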;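 note: death triggered by thapsigargin at about 15 µM added after 2 h compound pretreatment; cell ATP read after overnight thapsigargin exposure of roughly 18 to 22 hours; normalized against plate controls of thapsigargin alone and 5% DMSO vehicle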
# M1AAP inhibition – P. falciparum M1AAP inhibitors, biochemical, fluorogenic H-Leu-NHMec substrate, 1536-well (AID 1445); recombinant M1AAP, H-Leu-NHMec fluorogenic kinetic assay; higher % means a stronger effect; 220,000 compounds, 0.42% hits; one-dose inhibition, % at 30 µM; IC50 in µM for titrated hits;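 active = primary inhibition above the hit cutoff, then over 50% inhibition at one or more dose response concentrations, cut at about 23% in these data, passing the limit was not always enough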;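 note: plate controls were DMSO full reaction for no effect and no enzyme background for full effect; strong numbers were not always called active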
# Insulin prom up – MIN6 insulin promoter up-regulation | 190,000 compounds, 0.3% hits | MIN6 insulin promoter-GFP reporter, high-content imaging; active compounds read high | z-score at 5 µM;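 active = z-score above 3 at 5 µM with at least 500 cells counted in the well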
# Autophagy HCS – alters autophagy in cells; MEF GFP-LC3 puncta imaging; test concentration mostly 10 µM; calls only at 10 µM (by protocol); 190,000 compounds, 0.98% hits; AID 463193;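 active = percentage of spot-positive cells more than 3 SD above its plate mean, without a fluorescence outlier flag or 80% toxicity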;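 note: spot-positive cell cutoff set from DMSO-treated cells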
# Yfh1-depleted yeast – enhancers of respiration in Yfh1-depleted yeast, dose response, Friedreich's ataxia, plus single-dose screen (AID 1465); S. cerevisiae Yfh1-off respiration, WST-1 reduction, 72 h; higher fold induction means a stronger effect; fold induction at 50 µM; hits with a dose series show EC50 in µM; 220,000 compounds, 0.074% hits;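 active = fold induction of absorbance versus untreated yeast above a set limit, then at least 30% activation at any dose in follow-up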;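 note: activators that raise dye reduction in frataxin-depleted yeast; strong numbers were not always called active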
# P. falciparum M17LAP – P. falciparum M17LAP inhibitors, primary screen, biochemical, fluorogenic H-Leu-NHMec substrate, 1536-well (AID 1619); 220,000 compounds, 0.38% hits; recombinant M17LAP, H-Leu-NHMec fluorogenic kinetic assay; higher % means a stronger effect; inhibition, % at 30 µM, or IC50 in µM where a hit was titrated;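 active = compound inhibiting the enzyme by more than half at any dose during confirmatory dose-response retesting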;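 note: plate controls were full reaction with DMSO carrier for no effect and no enzyme background for full effect; strong numbers were not always called active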
# Dynein cargo inh – blocks dynein driven cargo transport along microtubules | z-score, hits read low | AID 1381 | 3617.4 mouse cells, GR-EGFP nuclear translocation imaging; test concentration mostly 20 µM; stimulated with dexamethasone, 1 µM; active compounds read low | 220,000 compounds, 0.47% hits;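 active = plate z-score of nuclear minus cytoplasmic receptor signal below a set negative limit, without overly bright fluorescence or cell loss, cut at about -3.5 in these data, passing the limit was not always enough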;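 note: z-score of nuclear minus cytoplasmic ring GR-EGFP intensity difference per well; some compounds called inactive have numbers as strong as hits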
#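 medium = tetracycline-free induction medium containing charcoal-stripped FBS | also added = 1.0 µM final dexamethasone stimulus | schedule = 48 h induction, 1 h compound, 30 min dex at 37 °C | technique = fixed, Hoechst-stained cells imaged at 10x for EGFP | measure = GR-EGFP nuclear translocation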
# Dynein cargo inh cytoplasmic EGFP – further read-out of Dynein cargo inh, marked with its call; z-score; measured here: cytoplasmic GR-EGFP intensity; active compounds read high
# Dynein cargo inh nuclear GR-EGFP – further read-out of Dynein cargo inh, marked with its call; z-score; measured here: nuclear GR-EGFP intensity;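 lower value marks the stronger effect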
# Dynein cargo inh cell count – recorded beside Dynein cargo inh, whose call it bears; z-score; measured here: cell count per field
# Insulin prom up cell count – second read-out of Insulin prom up, no call of its own (marks repeat the call); cell count; measured here: cytotoxicity, nuclei count;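 total cells summed across four imaged fields per well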
# Hep lipid drop cells 6.5 µM – further read-out of Hep lipid drop, marked with its call; cell count; measured here: cell count, cytotoxicity flag;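 cells counted across two imaged fields per well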
# MT stabilizer Hoechst-high % – recorded beside MT stabilizer, whose call it bears; % Hoechst-high responders; measured here: nuclear condensation Hoechst responders;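 share of cells brighter than vehicle mean plus two SD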
# MT stabilizer cytotoxicity % – recorded beside MT stabilizer, whose call it bears; toxicity, %; measured here: cytotoxicity by cell density;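 0% = mean cell density of plate MIN control wells and 100% = no cells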
# Autophagy HCS cell loss 18 h – second read-out of Autophagy HCS, no call of its own (marks repeat the call); toxicity, %; measured here: cell loss, nuclei count;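 cell loss after 18 h compound exposure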
# * hit, by the source's call; i = inactive; · = not tested or not shown.
SMILES,MT stabilizer,MT stabilizer Hoechst-high %,MT stabilizer cytotoxicity %,Hep lipid drop,Hep lipid drop cells 6.5 µM,CSM14.1 death rescue,M1AAP inhibition,Insulin prom up,Insulin prom up cell count,Autophagy HCS,Autophagy HCS cell loss 18 h,Yfh1-depleted yeast,P. falciparum M17LAP,Dynein cargo inh,Dynein cargo inh cytoplasmic EGFP,Dynein cargo inh nuclear GR-EGFP,Dynein cargo inh cell count
Cc1ccc(C(=O)Nc2cccc(C(=O)O)c2)cc1S(=O)(=O)N1CCOCC1,2.8,1.2,0.3,-3.0,778,-3.8%,-2.8%,0.06,1054,i,1.7,i,-0.3%,-1.43,0.683,-0.462,-3.38
CC(=O)Nc1ccc(S(=O)(=O)N2CCCCC2c2cccnc2)cc1 (centres undefined),3.2,2.9,1.2,·,·,-2.1%,1.2%,0.7,1309,i,2.0,i,-8.3%,0.423,-0.442,-0.163,1.03
Cc1nc(SCC(=O)Nc2cccc(Cl)c2)n[nH]1,4.3,2.7,2.4,1.2,744,0.3%,5.5%,0.49,1174,i,-20.7,i,20.9%,-0.116,-0.312,0.4,-0.484
Cn1c(=O)c2c(nc(CN3CCc4ccccc4C3)n2CCCO)n(C)c1=O,3.3,1.2,8.9,-5.8,743,-0.6%,6.0%,-0.22,1192,i,-6.3,i,11.8%,-0.389,-0.273,-0.37,0.415
COc1ccc(N(CC(=O)N2CCN(C)CC2)S(=O)(=O)c2ccccc2)cc1OC,3.9,2.8,3.6,·,·,-0.5%,-2.9%,0.68,1615,i,17.0,i,-2.8%,1.2,-0.346,0.984,-0.316
CC1(C)COC2(OC1)C(=O)Nc1ccccc12,1.2,0.9,3.0,19.2,761,2.0%,0.9%,-0.17,1507,i,-10.3,i,2.3%,-0.131,-0.253,-0.0038,0.618
CCNC(=S)N1CC(C)OC(C)C1 (centres undefined),1.8,1.2,4.5,·,·,-1.4%,-4.0%,-0.59,1519,i,12.8,i,-8.4%,0.59,-0.244,0.118,1.21
CCOC(=O)C1(Cc2ccccc2)CCN(Cc2ccc(COC)o2)CC1,1.6,0.7,3.9,-5.0,702,-0.1%,5.5%,1.35,1413,i,16.6,i,-1.4%,0.118,-0.276,-0.000943,0.205
Cc1cc(C)nc(NC2=NCC(=O)N2c2ccccc2)n1,2.0,2.3,3.9,2.4,665,·,15.7%,0.59,1221,i,-0.1,i,2.5%,-1.06,-0.265,-0.375,0.187
CCOc1ccc(CN(C(=O)c2oc3cc(C)ccc3c2C)C2CCS(=O)(=O)C2)cc1 (centres undefined),40.5*,15.6*,33.3*,·,·,-0.2%,6.8%,0.43,1000,i,11.5,i,0.2%,2.96,0.174,1.71,-0.781
COc1ccc(N2C(=O)CC(Nc3ccc(F)cc3)C2=O)c([N+](=O)[O-])c1 (centres undefined),3.5,2.3,5.5,-5.9,668,-0.9%,-0.3%,-0.66,1639,i,27.3,i,-3.2%,1.79,-0.0232,1.61,-1.41
COc1cccc(-c2nnc(NC(=O)c3ccc(S(=O)(=O)N4CC(C)OC(C)C4)cc3)o2)c1 (centres undefined),2.9,2.4,6.6,8.5,736,-0.9%,-11.9%,-0.14,836,i,4.3,·,1.0%,0.0648,-0.22,0.258,1.06
O=C(CN(Cc1ccc(F)cc1)S(=O)(=O)c1ccccc1)N1CCCCC1,5.5,3.0,9.9,·,·,6.5%,2.0%,-0.51,1112,i,5.7,i,-8.1%,0.312,-0.329,0.392,-0.349
Cc1ccc(SCc2cc(=O)[nH]c(Nc3nc(C)c4ccccc4n3)n2)cc1,3.3,5.8,6.1,2.2,621,-0.4%,7.5%,-0.15,1259,i,-1.8,i,-9.8%,0.506,-0.199,0.731,-1.67
C=CCNC(=S)N/N=C(\C)c1ccc(OC)cc1,4.3,2.2,6.4,-1.0,639,0.6%,4.9%,0.15,1194,i,-13.2,i,-8.6%,-0.755,-0.309,-0.694,0.777
COc1ccc(-c2nc(C#N)c(NCCCN(C)C)o2)cc1OC,2.3,1.1,27.2,4.5,711,·,8.2%,0.17,836,i,4.3,i,-62.9%,0.2,-0.0686,0.114,1.07
CC(C)CCNC(=O)Cn1c(=O)oc2cc(S(=O)(=O)N3CCc4ccccc43)ccc21,5.0,1.8,2.4,·,·,-0.1%,4.4%,-0.45,1054,i,-6.2,i,-2.4%,0.206,-0.111,0.19,-0.517
O=C(O)C1CCCCC1C(=O)Nc1nc(-c2cccs2)cs1 (centres undefined),1.8,2.3,6.6,-0.2,676,-2.3%,7.3%,0.19,1322,i,-9.2,i,49.5%,-0.537,-0.187,-0.901,0.254
O=C1C2C3C=CC(C2C(=O)N1c1cccc(O)c1)C1C2C(=O)N(c4cccc(O)c4)C(=O)C2C31 (centres undefined),2.5,3.1,3.9,2.8,666,-1.5%,2.0%,0.66,1663,i,-3.9,i,11.7%,-0.476,-0.351,-0.337,0.893
Cc1nonc1CN(C)C(=O)c1ccc(OC2CCN(C(=O)c3cccnc3)CC2)cc1,2.0,2.0,5.2,8.4,722,-1.4%,0.7%,0.77,1436,i,22.3,i,1.1%,-0.579,-0.264,-0.0607,0.122
COc1cccc(C(=O)N(c2ccc(C)cc2)C2C=CS(=O)(=O)C2)c1 (centres undefined),1.6,2.4,5.6,10.7,785,-1.6%,-2.3%,0.32,1226,i,10.3,i,14.2%,-0.471,-0.21,-0.303,-0.0131
CN(C)/C=C1\C(=O)NN=C1C(F)(F)F,2.2,2.3,5.3,9.9,682,0.1%,-0.3%,0.35,978,i,10.5,i,7.9%,0.00739,-0.221,0.052,0.348
O=C(O)c1ccc(NCCC2=CCCCC2)c([N+](=O)[O-])c1,2.8,1.8,10.2,4.0,717,-1.2%,4.5%,-0.23,1058,i,3.2,i,-3.4%,0.28,-0.22,-0.189,0.954
CCC(=O)c1ccc(OCC(O)CN2CCN(C(c3ccccc3)c3ccccc3)CC2)cc1 (centres undefined),1.8,1.1,4.3,·,·,2.4%,5.6%,·,·,i,-6.4,i,6.2%,-2.15,-0.241,-1.29,1.15
O=C(CCc1ccccc1)Nc1ccc2c(c1)OCCO2,3.6,2.2,7.6,·,·,-5.0%,17.3%,1.11,1230,i,-8.8,i,23.1%,1.18,-0.135,0.569,-0.889
Cc1c(NC(=O)C(C)Sc2nnc(-c3ccccc3)o2)c(=O)n(-c2ccccc2)n1C (centres undefined),1.5,1.2,0.6,·,·,1.1%,0.5%,0.13,1315,i,51.1,i,1.8%,1.13,-0.214,0.267,0.19
CCOc1ccc2c(c1)C(N(CCN1CCOCC1)C(=S)Nc1ccccc1OC)CC(C)(C)O2 (centres undefined),2.8,1.5,4.8,9.6,737,2.3%,-3.0%,·,·,i,34.1,i,1.0%,-0.0573,-0.279,0.0091,0.811
Cc1ccc(C(=O)Nc2ccc(N3CCOCC3)nc2N2CCOCC2)cc1,·,·,·,0.7,582,·,2.1%,-0.51,1355,·,·,i,2.0%,-0.659,-0.232,-0.355,1.25
COc1ccccc1N1C(=O)C=C(Sc2nc(C)cc(C)n2)C1=O,·,·,·,23.0,770,·,0.3%,0.04,1054,·,·,i,-1.5%,-3.95*,2.87*,-2.13*,0.47*
CCOc1cc(N2CCOCC2)c(OCC)cc1NC(=O)c1ccc(C)cc1,1.6,1.6,3.5,22.4,681,-0.1%,9.2%,0.14,1108,i,-7.7,i,3.8%,0.697,-0.246,0.241,0.174
O=C(COC(=O)C1=COCCO1)NCCCc1ccccc1,4.2,2.6,5.0,·,·,0.6%,-2.6%,1.82,1118,i,-15.8,i,-3.8%,0.891,-0.319,0.481,0.13
CC/C(=C(/CC)c1ccc(O)cc1)c1ccc(O)cc1,4.1,3.7,6.6,3.8,684,-0.9%,0.7%,-0.42,1045,i,-4.5,i,0.6%,-0.163,-0.344,0.182,0.753
CC(C)CNC(=O)c1ccc(NC(=O)c2ccccc2[N+](=O)[O-])cc1,2.7,4.0,4.7,13.4,718,7.2%,-2.3%,-0.12,1240,i,-7.7,i,-16.7%,-1.14,-0.313,-0.911,1.48
COc1ccc(S(=O)(=O)N(C(=O)c2ccncc2)c2ccc(OC(=O)c3ccncc3)cc2)cc1,3.6,3.2,0.1,7.9,697,-12.5%,1.7%,0.78,1442,i,-24.7,i,-3.9%,-0.938,-0.108,-0.351,1.17
Cc1ccc(NC(=O)OCc2cn(-c3ccc(Cl)cc3)nn2)cc1,1.5,1.4,8.0,·,·,-0.4%,5.9%,0.51,1527,i,2.4,·,-0.5%,-0.503,-0.0486,-0.363,0.65
Fc1ccc(N2CCN(C3=Nc4cccc5cccc3c45)CC2)cc1,1.4,3.2,11.8,-7.4,621,6.2%,7.5%,0.59,1239,i,17.0,i,31.3%,0.597,-0.176,-0.049,-0.152
CN(CC(=O)Nc1cccnc1)S(=O)(=O)c1cc(Cl)ccc1Cl,1.2,1.2,8.3,-17.1,780,0.3%,-5.8%,0.33,1303,i,-0.5,i,5.4%,-0.456,0.451,-0.0238,0.437
N#Cc1nc(-c2ccco2)oc1N1CCc2ccccc2C1,3.0,1.9,2.3,8.8,807,0.3%,12.9%,0.42,821,i,-2.3,i,-8.4%,-0.0531,-0.212,-0.0464,-0.12
